TRb SRC2 PPI: disrupts binding of human TR beta to SRC2; TRbeta-SRC2 peptide binding, fluorescence polarization; receptor liganded with 1 µM T3; hit rate 0.065% among 280,000; P10828; Potency, µM (titrated, usually from 106 µM), for the others: top-dose activity change, negative = inhibition, hits mostly inhibitors; AID 1469;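 also: plate controls were bound peptide for no effect and peptide without receptor for full effect; nearly all actives have a fitted effect of over 50% in size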
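Human TRb ligand-binding domain (0.6 uM) is mixed with 20 nM Texas Red SRC2 peptide and 1 uM T3; after compound addition and 5 hr at ambient temperature, polarization is measured and normalized to unbound and bound controls.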
Tau FP inhib: blocks human tau fibril formation measured by polarization; AID 1468; Potency, µM (top dose mostly 57.7 µM), for inactives: at the highest dose activity, negative = inhibition, actives largely listed as inhibitors; K18 P301L tau heparin fibrillization, Alexa594 FP, 6 h; hit rate 0.39% among 280,000; P10636; also: % is scaled to controls: 0 for no effect and ±100 for the full control effect; nearly all actives have a fitted effect of over 55% in size
Target sequence (P10636 561-689 P618L limits assumed): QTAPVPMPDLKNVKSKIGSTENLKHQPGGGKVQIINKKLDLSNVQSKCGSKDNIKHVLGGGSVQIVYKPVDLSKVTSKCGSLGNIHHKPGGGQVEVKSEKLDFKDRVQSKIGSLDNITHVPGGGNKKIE
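K18 P301L tau (15 uM unlabeled/0.24 uM Alexa 594-labeled, final) + compound + heparin 20 uM final; 100 mM NaOAc pH 7; 6 hr 37 C; ThT 30 uM final added, 1 hr RT; FP ex 555/em 632 nm.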
TR SRC2 fluor cs: counter-screen for TRb-SRC2 inhibitors: fluorescence interference; hit rate 0.29% among 280,000; Potency, µM (doses to about 106 µM), inactives show at the top dose fluorescence change, negative = quenching; TRb/SRC2 Texas Red total fluorescence interference; active = well fitted curve in either direction with a large enough effect; inconclusive = small, poorly fitted or top-dose-only effect; also: % is scaled to controls: 0 for no effect and ±100 for the full control effect
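Human TRb ligand-binding domain at 0.6 uM with 20 nM Texas Red SRC2 peptide in Tris buffer containing 1 uM T3 and 5% DMSO, incubated with compound 5 h at ambient temperature. Total fluorescence (555/632 nm) calculated as parallel + 2 × perpendicular.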
Tau fluor counter: counter-screen for tau fibril formation inhibitors. tau K18 P301L Alexa594 fluorescence, heparin fibrillization. Potency, µM (titrated, usually from 57.7 µM), for the others: at the top dose activity change, negative = decrease. hit rate 0.93% among 280,000. AID 1463; also: % is scaled to controls: 0 for no effect and ±100 for the full control effect; nearly all actives have a fitted effect of over 55% in size
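Human K18 P301L tau (15 uM unlabeled plus 0.24 uM Alexa 594-labeled, final) in 100 mM sodium acetate pH 7 was mixed with compound and 20 uM heparin and incubated 6 hr at 37 C.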
HTT cytoprotect: Huntington cell model cytoprotection by ATP luminescence | AID 1471 | hit rate 0.14% among 230,000 | PC12 HTT-Q103 induced, cytoprotection, ATP luminescence, 40 h | Potency, µM (top dose mostly 56.4 µM), inactives show cytoprotection (ATP increase), most hits filed as activators;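 also: % of control where 0% means no effect; nearly all actives have a fitted effect of over 45% in size; toxic huntingtin expression switched on by the ecdysone agonist tebufenozide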
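Cells were plated at 1500 per well in phenol red-free DMEM with 5% equine and 5% calf serum. Tebufenozide (100 nM final) and compounds were added, then ATPlite reagent, and luminescence was read.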
L3MBTL1 inh: L3MBTL1 (human) inhibition; Q9Y468; AID 485360; AlphaScreen L3MBTL1–H3K9me1 peptide binding; hit rate 0.66% among 230,000; Potency, µM (titrated, usually from 57.1 µM), for inactives: at the top dose activity, negative = inhibition, actives largely listed as inhibitors; also: % is scaled to controls: 0 for no effect and ±100 for the full control effect; nearly all actives have a fitted effect of over 60% in size
Target sequence (Q9Y468 whole entry, looked up): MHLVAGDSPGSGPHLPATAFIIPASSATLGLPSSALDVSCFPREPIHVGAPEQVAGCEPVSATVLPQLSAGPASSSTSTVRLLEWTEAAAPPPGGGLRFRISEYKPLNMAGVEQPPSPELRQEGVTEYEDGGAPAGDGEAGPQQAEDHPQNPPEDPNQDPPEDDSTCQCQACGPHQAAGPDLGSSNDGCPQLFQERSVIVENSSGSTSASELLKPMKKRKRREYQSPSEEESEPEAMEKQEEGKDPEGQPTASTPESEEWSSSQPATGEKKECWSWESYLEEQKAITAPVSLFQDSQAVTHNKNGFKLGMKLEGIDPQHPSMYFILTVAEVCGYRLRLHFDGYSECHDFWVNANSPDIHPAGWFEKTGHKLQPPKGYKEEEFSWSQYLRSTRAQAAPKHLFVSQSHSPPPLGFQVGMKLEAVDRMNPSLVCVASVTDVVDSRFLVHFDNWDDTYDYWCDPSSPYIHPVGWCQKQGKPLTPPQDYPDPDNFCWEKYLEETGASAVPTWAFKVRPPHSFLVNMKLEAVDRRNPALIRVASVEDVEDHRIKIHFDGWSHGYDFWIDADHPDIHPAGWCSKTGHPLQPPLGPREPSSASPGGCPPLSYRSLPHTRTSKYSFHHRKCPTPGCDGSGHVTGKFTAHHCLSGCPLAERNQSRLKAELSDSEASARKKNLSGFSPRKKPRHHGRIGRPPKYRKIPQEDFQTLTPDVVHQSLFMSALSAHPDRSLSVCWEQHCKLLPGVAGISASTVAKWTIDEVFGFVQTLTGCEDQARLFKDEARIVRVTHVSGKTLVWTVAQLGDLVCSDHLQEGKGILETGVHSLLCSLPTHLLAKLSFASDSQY
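L3MBTL1 (50 nM) pre-complexed 30 min with biotinylated H3(1-15)K9me1 peptide (75 nM), then compounds added for 30 min at room temperature; AlphaScreen streptavidin donor/nickel chelate acceptor beads (10 ug/mL final) read after 30 min dark incubation.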
RECQ1 inh: RECQ1 (human) helicase inhibition. RECQ1 DNA unwinding, red fluorescence kinetic read. Potency, µM (series often up to 57.3 µM), for inactives: at the highest dose activity, negative = inhibition, hits mostly inhibitors. hit rate 0.54% among 240,000;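 also: plate controls were vehicle for no effect and no enzyme for full effect; nearly all actives have a fitted effect of over 30% in size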
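50 nM RECQ1T1 preincubated 15 min with compound in Tris pH 8.0 buffer with MgCl2, DTT, Tween-20 and 2.5 ug/ml poly(dI-dC); started with 200 nM TAMRA/BHQ-2 forked duplex and 2 mM ATP. Unwinding read as fluorescence (525/598 nm), two reads 2 h apart.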
Tau ThT inhib: inhibitors of human tau fibril formation, thioflavin T binding. P10636. hit rate 2.1% among 270,000. recombinant tau K18 P301L (four-repeat tau fragment), heparin-induced fibrillization, ThT fluorescence. Potency, µM (titrated, usually from 57.4 µM), for inactives: at the highest dose activity, negative = inhibition, most hits filed as inhibitors; also: % is scaled to controls: 0 for no effect and ±100 for the full control effect; nearly all actives have a fitted effect of over 55% in size
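Recombinant human tau K18 fragment […] carrying P301L, 15 uM unlabeled plus 0.24 uM Alexa 594-labeled, was fibrillized with 20 uM heparin in 100 mM sodium acetate pH 7 for 6 hr at 37 C; 30 uM ThT fluorescence read after 1 hr.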
* = called active by the depositor; i = inactive; ? = inconclusive; / = not tested or not shown; & = joins results of further samples; [ ] = dose if it differs, or a comment. Unless noted, calls follow the shape of the dose curve; as a rule, active = well fitted curve in the direction sought with a large enough effect; inconclusive = small, poorly fitted or top-dose-only effect, or another doubt; inactive = no such curve, though single readings can be large; an effect the other way counts as inactive or inconclusive. Potency is read from the fitted curve at half-maximal effect. Only part of the results is shown; count on the stated rates, not on these rows.

Every second line gives: TRb SRC2 PPI | Tau FP inhib | TR SRC2 fluor cs | Tau fluor counter | HTT cytoprotect | L3MBTL1 inh | RECQ1 inh | Tau ThT inhib
1: Brc1ccc(C2Nc3cccc4cccc(c34)N2)s1
 : 6% | ? | -17% | ? | -43%[10 µM] | -1% | -4% | 13µM*
2: Cc1c(C)[n+](=O)c2c(n1[O-])CCCCC2
 : 1% | 8% | -2% | 9% | 8%[1.9 µM] | 1% | -16% | 6%
3: Cc1cc(NC(=O)c2ccc(NC(=O)CC(C)C)cc2)no1
 : 2% | 3% | -1% | -8% | 16% | / | -18% | -10%
4: CC(C)=CC(=O)N1CCCc2ccccc21
 : 1% | 2% | 1% | 7% | 2% | / | -13% | 0%
5: COc1cc2[nH]c(C(=O)NN)c(N)c2cc1OC
 : 7% | ? | -6% | 22µM*[quencher] | 15%[10 µM] | -27% | -22% | 16µM*
6: COc1ccc(C2c3c(oc4ccccc4c3=O)C(=O)N2c2ccccn2)cc1OC (configuration not stated)
 : 3% | 6% | -2% | 19% | -11% | 2% | i | 11%
7: S=C(NCC1CCCO1)n1nnc2ccccc21 (configuration not stated)
 : -23% | -2% | 3% | 4% | -18%[0.074 µM] | 44%[activator] | i | 5%
8: O=C(Cc1cccs1)N/N=C/c1ccccc1
 : -8% | -9% | -2% | -13% | -7%[10 µM] | 4% | 0% | -11%
9: O=C(Cn1c2ncccc2c(=O)n1-c1ccccc1)Nc1cccc(C(F)(F)F)c1
 : 1% | -6% | 0% | -6% | / | / | / | -5%
10: Nc1nc(-c2cccnc2)nn1C(=O)c1ccc(Cl)cc1
 : 7% | 4% | -1% | -5% | -5% | 1% | -2% | ?
11: COc1ccc(C(=O)Nc2ccccc2C(=O)OCc2cc(=O)n3c4c(sc3n2)CCCC4)cc1
 : 16% | -6% | -4% | -6% | / | / | / | -4%
12: Cc1ccccc1/C(N)=N/OC(=O)/C=C/c1ccccc1
 : 6% | -1% | 3% | -2% | -8% | / | -8% | -14%
13: O=C(c1c(Cl)cccc1Cl)N1CCN(c2cccc3[nH]ccc23)CC1
 : 7% | ? | -2% | ? | 9%[10 µM] | -18% | -3% | ?
14: CC(=O)c1cccc(NC(=O)C2CCN(S(C)(=O)=O)CC2)c1
 : -6% | 2% | -3% | -1% | 13% | / | 2% | -7%
15: Cc1noc(C)c1C(=O)N1CCN(C(=O)c2sc3cc(Cl)ccc3c2Cl)CC1
 : 8% | 4% | 2% | 4% | 4%[10 µM] | 5% | -13% | 1%
16: Cc1ccccc1Cn1ccn(-c2ccc(F)c(F)c2)c(=O)c1=O
 : -5% | 3% | 6% | 6% | / | / | / | -12%
17: COc1ccc(Nc2nnc(-c3ccc(C)c(S(N)(=O)=O)c3)c3ccccc23)cc1
 : 3% | 8% | -19% | ? | / | / | / | ?
18: CN1CCN(C(=O)c2cc3nc(-c4ccccc4)cc(-c4ccccc4)n3n2)CC1
 : -7% | 2% | -2% | -21% | -22% | / | 15% | -20%
19: O=C(Cn1c(-c2cccs2)cc2ccccc21)NCc1ccccc1Br
 : -16% | 3% | ? | -9% | / | / | / | 1%
20: Cc1ccc(C)c(NC(=O)C(=O)NCCc2csc3nc(-c4ccccc4C)nn23)c1
 : -15% | -5% | 22µM*[quencher] | -20% | / | / | / | -3%
21: Cc1sc(N(C(=O)CCc2ccccc2)c2ccc(C(=O)O)cc2)nc1-c1ccccc1
 : -4% | 4% | 0% | -5% | -24%[10 µM] | -14% | -10% | 3%
22: Cc1ccc(CS(=O)(=O)CCC(=O)NCCCN2CCCC2=O)cc1
 : -17% | -9% | 2% | 0% | -2% | -2% | i | 0%
23: C/C(=N\N=C\c1ccccc1)c1nnn(-c2nonc2N)c1C
 : -3% | -3% | 2% | -10% | -16% | 5% | i | -23%
24: O=C(CN(CC1CCCO1)C(=O)CCC(=O)Nc1nccs1)NCc1ccccc1 (configuration not stated)
 : -3% | 1% | -2% | 0% | -1%[10 µM] | 4% | -6% | -7%
25: COc1cc(OC)c(OC)cc1CN1CCc2ccccc2C1
 : 12% | 1% | 2% | -11% | -4% | / | 17% | -10%
26: N/C(=N\OC(=O)c1ccccc1Cl)c1ccccn1
 : 5% | 3% | -5% | 0% | -146%[inhibitor] | 1% | 0% | -9%
27: CCOC(=O)C1C(c2ccccc2Cl)NC(=O)N(C)C1(O)C(F)(F)F (configuration not stated)
 : -6% | -6% | 1% | -7% | -30% | ? | 4% | -8%
28: COc1ccccc1N1CCN(C(=O)/C=C/c2ccccc2)CC1
 : -5% | 8% | -4% | 2% | 4%[10 µM] | -12% | i | 1%
29: O=C(Nc1nncs1)c1cc2c(s1)CCC2
 : -5% | -4% | -2% | -6% | -83%[inhibitor] | -3% | i | -3%
30: Cc1cc(C)n2nc(SCC(=O)Nc3ccc(F)cc3)nc2n1
 : 5% | 0% | -9% | -1% | -4% | -5% | -10% | 3%
31: Cc1cccc(N(CC(O)CN(C)C)S(=O)(=O)c2ccccc2)c1 (configuration not stated)
 : -7% | 2% | 2% | 7% | -4% | / | -1% | 4%
32: CCOC(=O)CC(C#N)c1c[nH]c2ccccc12 (configuration not stated)
 : -8% | -4% | -2% | -9% | 1% | 0% | -3% | -5%
33: Cc1ccc(OCCNC(=O)C(=O)NCc2ccco2)cc1
 : -5% | -8% | 0% | -4% | -23%[10 µM] | 6% | 2% | -8%
34: COc1ccc(CNC(=O)C2CCN(c3nccs3)CC2)cc1
 : 6% | -3% | -4% | -5% | -1%[10 µM] | 3% | -4% | -15%
35: CSC1=NC(C(Cl)(Cl)Cl)N=C(c2ccc(C)cc2)N1 (configuration not stated)
 : 5% | 2% | 2% | -5% | -48%[inhibitor][10 µM] | 18% | -2% | -9%
36: Brc1ccc(-c2nnc3sc(CN4CCCCC4)cn23)cc1
 : 8% | -2% | -1% | -3% | / | / | / | -3%
37: O=C(NNC(=S)Nc1ccccc1C(F)(F)F)c1ccc(Br)o1
 : 7% | 2% | 0% | -15% | 2%[10 µM] | -6% | -10% | ?
38: CN(C)CCCN(C(=O)COc1ccccc1)c1nc2c(Cl)cccc2s1
 : -3% | -7% | 0% | -15% | -28% | 10% | 1% | 4%
39: Fc1ccc(CN2CCCCCC2)c(F)c1
 : -2% | 12% | 0% | 11% | -5%[10 µM] | -4% | i | 5%
40: Cc1ccc(N(CC(=O)N2CCc3ccccc32)C2=NC(=O)CS2)cc1
 : -2% | 3% | -1% | 2% | -19% | -2% | -4% | -9%

Complete entries, looked up by structure.
Brc1ccc(-c2nnc3sc(CN4CCCCC4)cn23)cc1 is listed with TRb SRC2 PPI: 8%; Tau FP inhib: -2%; TR SRC2 fluor cs: -1%; Tau fluor counter: -3%; HTT cytoprotect: /; L3MBTL1 inh: /; RECQ1 inh: /; Tau ThT inhib: -3%
CSC1=NC(C(Cl)(Cl)Cl)N=C(c2ccc(C)cc2)N1 (configuration not stated) is listed with TRb SRC2 PPI: 5%; Tau FP inhib: 2%; TR SRC2 fluor cs: 2%; Tau fluor counter: -5%; HTT cytoprotect: -48%[inhibitor][10 µM]; L3MBTL1 inh: 18%; RECQ1 inh: -2%; Tau ThT inhib: -9%

Other structures
Every second line gives: TRb SRC2 PPI | Tau FP inhib | TR SRC2 fluor cs | Tau fluor counter | HTT cytoprotect | L3MBTL1 inh | RECQ1 inh | Tau ThT inhib
41: O=c1cc(CN2CCN(c3ccccc3)CC2)c2cc(O)c(-c3ccccc3)cc2o1
 : -2% | 11% | 1% | -16% | -41%[inhibitor] | -2% | i | ?
42: Cc1ccc(Cn2nnc(C(=O)Nc3cccc(C)c3C)c2N)cc1
 : 13% | -11% | 2% | -14% | -8%[10 µM] | 10% | -7% | 1%
43: Cc1ccc(NC(=O)c2cncc(Br)c2)c(O)c1
 : -5% | 8% | -1% | 2% | -31%[inhibitor] | -4% | i | 1%
44: CC(=O)N1CCc2cc(Br)cc(S(=O)(=O)N3CCc4ccccc43)c21
 : 3% | 1% | -9% | -22% | -23% | / | -5% | -9%
45: O=C1Nc2ccccc2C1=Nc1ccc(S(=O)(=O)Nc2nccs2)cc1
 : 4% | -3% | 1% | -18% | 4%&-8%[10 µM] | -19% | 1% | -19%
46: Cc1c(NC(=O)CSc2nnc(Nc3ccccc3)s2)c(=O)n(-c2ccccc2)n1C
 : 2% | 2% | 1% | -5% | -20%[10 µM] | 0% | -8% | -4%
47: Cc1ccc(NC(=O)Nc2nnc(-c3ccncc3)s2)cc1C
 : -8% | -11%[2.34 µM] | -5% | -2% | -25%[10 µM] | -6% | -8% | 0%
48: COc1ccc(CCNC(=O)C2=COCCO2)cc1
 : -7% | -4% | -1% | -4% | -8%[1.9 µM] | 2% | 5% | -14%
49: COc1ccc2c(c1)c1c(c(=O)n(-c3cccc(C)c3)c(=O)n1CC(=O)Nc1c(C)cc(C)cc1C)n2C
 : 4% | -7% | -2% | -21% | / | / | / | -14%
50: C=CCn1c(-c2ccccc2OC)n[nH]c1=S
 : -1% | 2% | -2% | 1% | -1%[10 µM] | 5% | -8% | -2%
51: O=C(Nc1nc2c(s1)CN(Cc1ccccc1)CC2)c1c(F)cccc1F
 : 4% | ? | 0% | -13% | -26% | -7% | 3% | ?
52: CCCCNC(=O)CCCCCNS(=O)(=O)c1ccc(OC)cc1
 : 0% | -3% | 4% | -8% | -1%[0.074 µM] | 6% | 6% | -9%
53: CC(C)(C)C(=O)COC(=O)c1cc2ccccc2cc1O
 : 0% | -3% | 0% | -14% | -2% | / | -4% | -10%
54: Cc1nn(-c2ccccc2)c(Cl)c1C1C(C#N)=C(N)OC2=C1C(=O)CCC2 (configuration not stated)
 : -16% | -11% | 2% | -1% | -19%[10 µM] | 24% | -1% | 6%
55: CC(=O)N1c2c(cc(Br)cc2S(=O)(=O)N2CCN(c3ccccn3)CC2)CC1C (configuration not stated)
 : -7% | -5% | -1% | -14% | 3% | / | -11% | -19%

High-throughput results (PubChem BioAssay)
